Bioassay records deposited in PubChem by several laboratories.
MazF activator – MazEF (E. coli) toxin RNase activation | P0AE70 | FAM/BHQ RNA-DNA oligo cleavage fluorescence, 5 h | AID 504720 | activation, % at 20 µM | actives 0.32% (n = 350,000); in the data active = activation above about 50%
Target sequence (P0AE70 whole entry, looked up): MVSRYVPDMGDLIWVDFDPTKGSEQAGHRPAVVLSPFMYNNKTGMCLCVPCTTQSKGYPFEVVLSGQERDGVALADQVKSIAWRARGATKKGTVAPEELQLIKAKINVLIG
SARS 3CLpro inh – SARS-CoV 3CLpro protease inhibition. P0C6X7. AID 1706. recombinant SARS-CoV 3CLpro, quenched FRET peptide cleavage. actives 0.14% (n = 290,000). inhibition, % at 6 µM; in the data active = inhibition above about 12%
PriA SSB inh – inhibitors of Klebsiella pneumoniae PriA binding to SSB C-terminal tail; AlphaScreen SSBct-PriA binding, biotinylated peptide; inhibition, % at 33 µM; actives 0.6% (n = 430,000); AID 1272365; in the data active = inhibition mostly above about 37%, no sharp cut-off; inactive = mostly below about 20%;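 also: plate controls were negative control peptide for no effect and reference peptide for full effect; strong numbers were not always called active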
PrPC TRFRET – reduces human prion protein on the cell surface; P04156; cell surface PrPC, TR-FRET read-out; actives 0.43% (n = 370,000); inhibition, % at 13.8 µM; in the data active = inhibition above about 24%; also: 0% = median of the test wells and 100% = reference compound wells
Rv3671c inh – inhibits the M. tuberculosis serine protease Rv3671c. actives 0.048% (n = 320,000). inhibition, % at 5.96 µM; in the data active = inhibition above about 38%;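 also: extracellular domain of Rv3671c used as enzyme; 0% = enzyme with DMSO and 100% = no enzyme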
BoNT F protease – blocks Botulinum neurotoxin F light chain protease | actives 0.22% (n = 360,000) | Multiplex microsphere protease cleavage assay, flow cytometry | inhibition, % at 10 µM; in the data active = inhibition above about 35%, passing the limit was not always enough; inconclusive = no clear call, values can overlap the other calls; also: plate controls were buffer without enzyme for full effect and enzyme alone for no effect
BoNT-A LC inh2 – blocks Botulinum neurotoxin A light chain protease. multiplex microsphere protease substrate cleavage, flow cytometry. actives 0.17% (n = 360,000). inhibition, % at 10 µM; also: plate controls were buffer without enzyme for full effect and enzyme alone for no effect
DUSP3 inh – blocks human VHR1 dual specificity phosphatase; inhibition, % at 13.3 µM; P51452; recombinant VHR phosphatase, pNPP absorbance; actives 0.52% (n = 290,000); in the data active = inhibition above about 50%; also: some compounds called inactive have numbers as strong as hits
Target sequence (P51452 whole entry, looked up): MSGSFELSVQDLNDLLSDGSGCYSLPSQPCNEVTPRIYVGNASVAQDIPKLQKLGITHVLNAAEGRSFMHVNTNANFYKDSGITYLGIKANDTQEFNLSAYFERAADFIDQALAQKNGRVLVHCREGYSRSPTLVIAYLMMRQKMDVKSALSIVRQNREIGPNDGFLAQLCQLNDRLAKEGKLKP
CCHFV vOTU inh – blocks the CCHF virus ovarian tumor domain protease | inhibition, % at 11.5 µM | actives 0.55% (n = 370,000) | AID 651958 | CCHFV vOTU protease, Pep-AMC fluorescence; in the data active = inhibition above about 30%; also: 0% = vehicle wells with enzyme and 100% = no enzyme wells
Anthrax LF prot – inhibitors of Bacillus anthracis lethal factor protease; P15917; multiplex microsphere protease cleavage assay, LF; inhibition, % at 10 µM; actives 0.12% (n = 360,000); AID 588501; also: plate controls were buffer without enzyme for full effect and enzyme alone for no effect
Target sequence (P15917 whole entry, looked up): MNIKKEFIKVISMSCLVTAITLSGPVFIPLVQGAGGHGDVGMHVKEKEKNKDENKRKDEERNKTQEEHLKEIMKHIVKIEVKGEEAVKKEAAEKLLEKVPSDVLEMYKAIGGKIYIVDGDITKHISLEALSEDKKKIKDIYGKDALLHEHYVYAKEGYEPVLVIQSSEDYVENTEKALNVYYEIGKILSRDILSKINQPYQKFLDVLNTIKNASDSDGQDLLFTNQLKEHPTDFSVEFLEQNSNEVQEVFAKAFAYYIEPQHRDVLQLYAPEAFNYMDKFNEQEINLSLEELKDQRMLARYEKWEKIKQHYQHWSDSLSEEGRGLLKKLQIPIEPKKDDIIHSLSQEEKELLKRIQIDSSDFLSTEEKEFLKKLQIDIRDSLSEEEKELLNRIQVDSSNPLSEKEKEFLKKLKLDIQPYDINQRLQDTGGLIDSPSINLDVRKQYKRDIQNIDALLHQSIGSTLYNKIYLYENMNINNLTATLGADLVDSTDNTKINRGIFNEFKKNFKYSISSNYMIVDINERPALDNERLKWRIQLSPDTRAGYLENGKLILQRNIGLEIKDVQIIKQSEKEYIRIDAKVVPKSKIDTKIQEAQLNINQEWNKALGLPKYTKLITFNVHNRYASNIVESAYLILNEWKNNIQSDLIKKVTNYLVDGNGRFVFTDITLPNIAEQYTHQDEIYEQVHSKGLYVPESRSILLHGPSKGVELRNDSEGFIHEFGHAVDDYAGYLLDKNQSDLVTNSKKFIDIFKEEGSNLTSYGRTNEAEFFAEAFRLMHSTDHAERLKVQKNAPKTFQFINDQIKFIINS
* = called active by the depositor; ? = inconclusive; nt = not tested or not shown. Rule as the data show it, unless noted: active = inhibition above about 30%; inconclusive = no clear call, values can overlap the other calls; inactive = below that.

SMILES	MazF activator	SARS 3CLpro inh	PriA SSB inh	PrPC TRFRET	Rv3671c inh	BoNT F protease	BoNT-A LC inh2	DUSP3 inh	CCHFV vOTU inh	Anthrax LF prot
Cc1c(NC(=S)N/C(=N/S(=O)(=O)c2ccccc2)c2ccccc2)c(=O)n(-c2ccccc2)n1C	5	0	nt	2	0	-16	-1.7	12	-11	5
COCCNC(=O)C1CCN(S(=O)(=O)c2ccc3c(c2)OCCO3)CC1	4	nt	19	2	-2	-5	2.3	nt	-6	-4
CC(/C=N/NC(=O)c1ccc2nc(C)[nH]c2c1)=C\c1ccccc1	11	0	nt	-6	-21	6	-0.2	2	-9	-2
O=C(Cc1cccc(C(F)(F)F)c1)Nc1cc(S(=O)(=O)N2CCOCC2)ccc1N1CCCC1	2	nt	7	1	2	1	0.4	nt	15	2
CC1(Oc2ccccc2)CCN(Cc2ccc(-c3ccccn3)cc2)C1 (configuration not stated)	nt	nt	nt	-3	nt	1	-0.2	nt	4	-6
CC(=O)n1cc([C@H]2C=C(C(=O)NCc3ccccc3)O[C@@H](OCCCCO)C2)c2ccccc21	17	-2	16	-5	-7	1	0.5	21	0	-4
COc1ccc(NC(=O)CSCC(=O)Nc2ccccc2C(=O)N2CCCCC2)cc1	3	nt	-1	2	4	-2	2.0	nt	10	-5
CC(C)n1c(/N=C/c2ccccc2O)nc2ccccc21	0	-1	nt	8	-3	12	1.9	1	5	0
CCOC(=O)C(=NC(C)C)NNc1cc(Cl)ccc1Cl	-1	2	-6	1	-5	-7	-0.6	-4	-5	-2
CC(C)(C)c1ccc(C(=O)NNc2ccc(F)cc2F)cc1	1	2	-9	24	9	?	2.2	12	7	-3
O=C(NCC1CCCO1)Nc1ccccc1 (configuration not stated)	-3	0	-11	-3	-1	2	-0.8	16	6	-1
CC(=O)N(C)c1nc(N)n(-c2ccccc2)n1	-2	4	-5	-5	-8	-5	0.2	-8	8	2
CCC1Nc2ccccc2-c2nnc(SC)nc2O1 (configuration not stated)	-3	-1	0	2	-2	-2	-0.6	-2	13	-7
CCOC(=O)/C(=C\c1cccc(O)c1)c1nc2sc(C)c(C)c2c(=O)[nH]1	-17	5	-1	1	-1	1	-0.2	-7	1	-1
NS(=O)(=O)c1cccc(NC(=O)Nc2ccccc2)c1	6	4	-1	0	-6	?	?	28	-9	-20
COc1cccc(CNC(=O)[C@@H]2CCCN2C(=O)[C@H]2CCCCN2C(=O)c2ccccc2)c1	nt	nt	nt	6	nt	1	0.2	nt	-4	4
Cc1c(Br)c([N+](=O)[O-])nn1CC(=O)NCCc1ccc(Cl)cc1	6	7	-8	1	1	-4	0.0	32	-1	3
COc1cccc(-c2cc(-c3cccnc3)c(C#N)c(N)n2)c1	-11	0	-8	-9	-6	-2	-1.6	27	-186	0
COc1cc(C(=O)Nc2ccc3c(c2)OCCO3)c(-n2cnnn2)cc1OC	-6	5	-10	3	-5	-1	-0.1	19	-3	-2
CCOC(=O)CSc1nnc(CNC(=O)c2ccc(S(=O)(=O)N3CCCC3)cc2)n1C	6	-2	4	7	-6	8	2.0	-20	-2	1
CC(=O)c1ccc(S(=O)(=O)N2CCN(C(=O)CSc3ccc(F)cc3)CC2)cc1	-22	7	3	-2	-14	-13	-2.8	33	5	2
CC(C)C[C@@H](CN)NC(=O)c1nc[nH]c1C(=O)N[C@@H](Cc1ccccc1)C(=O)CNC[C@H](C)NC(=O)c1nc[nH]c1C(=O)N[C@@H](C)C(=O)O	7	nt	0	-5	nt	-4	0.4	nt	-8	7
CN1Cc2sc(NC(=S)NC(=O)c3ccccc3)c(C#N)c2CC1(C)C	38	-9	18	-36	8	nt	nt	4	1	nt
COc1ccc(-c2nc3cccc(C)n3c2NCc2ccco2)cc1OC	-10	-10	6	3	0	-2	-0.1	-1	-17	-16
N#CC1=C(N)C(C#N)(C#N)[C@H](c2ccsc2)[C@H]2COCC=C12	10	-1	5	-2	-3	-3	0.4	21	5	-3
The list continues.
SMILES	MazF activator	SARS 3CLpro inh	PriA SSB inh	PrPC TRFRET	Rv3671c inh	BoNT F protease	BoNT-A LC inh2	DUSP3 inh	CCHFV vOTU inh	Anthrax LF prot
Cc1cccc(C)c1OCC(=O)NCC1CCCO1 (configuration not stated)	4	3	-12	4	-1	1	-0.1	-2	1	-6
O=C(O/N=C1/CCCc2occc21)c1ccccc1	4	-2	nt	-8	-3	0	-0.1	36	3	-2
COc1ccc(NCc2nc3ccccc3n2CCOc2ccccc2)cc1	9	2	15	14	2	-9	-1.1	17	3	-2
CC1(C)C2C(Cl)(Cl)C2(C)c2ccccc2N1C=O (configuration not stated)	-1	5	-6	-2	-3	-5	-0.8	-2	-10	-2
COc1cc(/C=N\NC(=O)OC(C)(C)C)ccc1OC(=O)c1ccco1	5	2	nt	3	3	-10	-1.7	-24	6	-9
COc1cccc(OCC(=O)NNC(=O)c2cccs2)c1	2	-1	3	5	2	-14	-1.1	24	9	0
CCN(CC)S(=O)(=O)c1ccc(N2CCOCC2)c(NC(=O)C(C)(C)C)c1	6	-2	-9	11	4	5	-0.1	5	-8	-3
COCCNC(=O)C1(C)CCN(C(=O)c2cc(C)nn2C(C)(C)C)C1 (configuration not stated)	nt	nt	nt	-3	nt	-4	-0.9	nt	-10	-2
c1ccc(C2CCCN(Cc3nc(CC4CC4)no3)CC2)cc1 (configuration not stated)	-2	1	-13	-2	10	-7	0.5	17	-13	-7
CC(c1nc2ccccc2c(=O)[nH]1)N1CCN(S(=O)(=O)c2ccc(F)c(Cl)c2)CC1 (configuration not stated)	4	nt	nt	1	nt	-6	-0.5	nt	5	-5
Cc1nn(Cc2ccccc2)c2c1C(c1cccnc1)C(C#N)=C(N)O2 (configuration not stated)	14	2	-9	-8	-1	12	0.7	-15	-5	-2
Cc1ccccc1NC(=S)N(Cc1ccccc1)Cc1cccs1	11	1	-5	5	3	-6	-0.3	22	-1	-2
Cc1ccc(-c2csc(NC(=O)C3=NN(C4CCS(=O)(=O)C4)C(=O)CC3)n2)cc1 (configuration not stated)	-33	3	-12	2	-2	-1	-1.6	1	1	-2
CCN(CC(=O)Nc1ccc(NC(C)=O)cc1)C(=O)/C=C/c1cn(-c2ccccc2)nc1-c1cccs1	-12	nt	2	0	-44	nt	nt	nt	-12	nt
NC(=O)c1ccc(N2CCNC(=O)C2)c([N+](=O)[O-])c1	3	-4	2	-16	9	0	-2.4	1	1	1
O=C(CCCn1c(SCc2cccc(F)c2)nc2ccccc2c1=O)NCC1CCCO1 (configuration not stated)	4	0	5	0	0	-5	-0.2	12	-16	-5
COc1oc(C(=O)NC2CCCCC2)c(-c2ccc(Cl)cc2)c1S(=O)(=O)c1ccccc1	3	nt	-1	2	nt	-1	-0.1	nt	7	3
Cc1noc(C)c1COC(=O)c1ccc(S(=O)(=O)N2CCCCC2)cc1	4	-5	-16	4	0	1	0.5	15	1	0
O=C(O)c1ccc(OS(=O)(=O)c2ccc(Cl)s2)cc1	0	nt	-11	3	nt	-5	-3.8	nt	-6	-4
Cn1c(CCNC(=O)c2cccs2)nnc1SCC(=O)Nc1nc(-c2ccccc2)cs1	9	-2	-10	-11	10	2	1.4	10	-4	-4
C[C@@]12CCC[C@@](C)(C(=O)O)C1CC[C@@]13C[C@@H](NCc4ccccc4)[C@@](C)(CCC12)C3 (some centres not stated)	5	nt	-12	8	-14	-4	-0.1	nt	-1	-5
CCn1nnnc1SCC(=O)Nc1nnc(C(C)C)s1	11	0	-8	-2	-6	3	-1.3	2	-7	-2
Cc1ccc(CNC(=O)Cn2cnc3cc([N+](=O)[O-])ccc3c2=O)cc1	-2	5	-3	-36	7	2	0.3	15	0	-1
Cc1ccccc1-n1c(N)c(C(=O)Nc2ccc(F)cc2)sc1=S	-11	3	-1	-3	-9	0	-0.4	15	-2	-3
Cc1ccc(OCCOc2cccc(C=C3C(=O)NC(=O)NC3=O)c2)cc1	0	2	-4	7	-13	-12	-3.9	-28	16	-14

4 neighbouring compounds from above, for reference:
SMILES	MazF activator	SARS 3CLpro inh	PriA SSB inh	PrPC TRFRET	Rv3671c inh	BoNT F protease	BoNT-A LC inh2	DUSP3 inh	CCHFV vOTU inh	Anthrax LF prot
CCn1nnnc1SCC(=O)Nc1nnc(C(C)C)s1	11	0	-8	-2	-6	3	-1.3	2	-7	-2
Cc1ccc(CNC(=O)Cn2cnc3cc([N+](=O)[O-])ccc3c2=O)cc1	-2	5	-3	-36	7	2	0.3	15	0	-1
Cc1ccccc1-n1c(N)c(C(=O)Nc2ccc(F)cc2)sc1=S	-11	3	-1	-3	-9	0	-0.4	15	-2	-3
Cc1ccc(OCCOc2cccc(C=C3C(=O)NC(=O)NC3=O)c2)cc1	0	2	-4	7	-13	-12	-3.9	-28	16	-14

Continuation:
SMILES	MazF activator	SARS 3CLpro inh	PriA SSB inh	PrPC TRFRET	Rv3671c inh	BoNT F protease	BoNT-A LC inh2	DUSP3 inh	CCHFV vOTU inh	Anthrax LF prot
COC(=O)c1[nH]c2ccc(Cl)cc2c1NC(=O)CN1CCc2cc(OC)c(OC)cc2C1	-32	6	4	3	-12	-5	-0.7	32	15	0
COc1ccc(CCN(C)C2CCCN(C(=O)CCC(F)(F)F)C2)cc1OC (configuration not stated)	5	1	9	-3	-6	-25	-0.5	23	15	5
O=S(=O)(N1CCCCC1)N1CCN(c2cc(Cl)ccc2Cl)CC1	3	2	-21	5	1	-3	-0.1	-5	-3	-5
CCCNC(=O)c1n[nH]c(=O)c2ccccc12	5	10	-24	6	8	4	0.3	12	4	-1
CC(=O)c1cccc(NC(=O)Cn2nc(-c3ccc(Cl)cc3)ccc2=O)c1	-37	5	-10	4	-18	-7	-1.2	22	7	-12
O=C(Nc1ccc(Cl)cn1)C1CCCN(c2ncnc3c2nc2n3CCCCC2)C1 (configuration not stated)	1	-1	3	-4	3	12	1.7	46	8	0
CCOC(=O)[C@H]1[C@H]2COc3cc(OC)ccc3[C@@H]2N2C(=O)CN(Cc3ccc(Cl)cc3)C(=O)[C@@]12C	19	nt	5	5	-5	-2	0.0	nt	6	-2
COc1ccccc1CNC(=O)c1cc(S(=O)(=O)N2CCN(c3ccccc3)CC2)ccc1Cl	-20	nt	2	8	nt	0	0.0	nt	1	-9
CN(CC(=O)Nc1ccccc1Br)C(=O)C(Cc1ccccc1)NC(=O)c1ccccc1 (configuration not stated)	2	0	1	-2	-7	-14	-2.9	-11	-5	-4
CCOc1ccccc1C(=O)NN1C(=O)CCC1=O	7	-5	-13	4	4	6	-0.9	36	7	1
CCOc1ccc(NC(=O)COc2ccc(-n3cnnn3)cc2)cc1	1	nt	-4	3	-2	?	?	nt	6	?
CCC(C)NC(=O)Cn1nc([N+](=O)[O-])c(Cl)c1C (configuration not stated)	12	4	-5	-3	3	-1	-0.4	6	-2	-3
CCOC(=O)CN1C(=O)N[C@@H](CCc2ccccc2)[C@H](C(=O)OC)[C@H]1C	-13	nt	0	2	-3	1	0.4	nt	0	-8
Cc1ccc(/C=C/C(=O)Nc2cccc(S(=O)(=O)N3CCOCC3)c2)o1	-4	-2	-10	-9	0	-11	1.0	-18	8	1
C=CCOc1nc2c(c(=O)n(Cc3ccc(Cl)c(Cl)c3)c(=O)n2C)n1C	3	2	5	-2	31	-4	-0.1	nt	15	1
O=C(Nc1cccc(-c2nc3cccnc3s2)c1)c1ccco1	0	-6	-6	-6	-11	-15	0.4	32	-20	4
CCOC(=O)Cc1csc(NC(=O)CC(C)(C)CC(=O)O)n1	-1	2	5	-4	-3	nt	nt	6	-15	nt
CC(SCC(=O)Nc1ccccc1Br)c1nc2ccccc2c(=O)[nH]1 (configuration not stated)	3	nt	-9	9	7	-2	0.0	nt	-7	0
Cc1ccc(C)c(NC(=S)N2CCN(S(C)(=O)=O)CC2)c1	-2	0	-6	2	nt	0	-0.5	19	6	-1
Cc1ccc(NC(=O)COC(=O)CCc2c[nH]c3ccccc23)cc1	11	nt	nt	-6	nt	3	-0.4	nt	-6	-4
CCOc1ccc(CNC(=O)CCCn2ccc3cc(S(=O)(=O)N4CCCC4)ccc32)cc1	2	3	-10	1	-10	-5	-1.7	4	25	1

Only part of the results is shown; the hit share may differ from the screen's.
